AID inhibitor: inhibitors of human activation induced cytidine deaminase; AID deamination FRET fluorescence, UDG-coupled, 4 h; Potency, µM (doses to about 115 µM), without a hit: at the top dose activity change, negative = inhibition, most hits filed as inhibitors; 91,000 compounds, 0.32% hits; AID 1347428; note: nearly all actives have a fitted effect of over 25% in size
Target sequence (Q9GZX7 whole entry, looked up): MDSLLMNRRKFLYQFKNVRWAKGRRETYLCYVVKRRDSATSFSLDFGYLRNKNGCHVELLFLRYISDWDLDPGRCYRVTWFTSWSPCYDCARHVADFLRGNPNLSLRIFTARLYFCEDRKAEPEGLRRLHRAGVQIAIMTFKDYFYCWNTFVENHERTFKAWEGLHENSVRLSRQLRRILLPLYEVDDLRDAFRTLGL
UDG counter: UDG inhibition counter-screen. Potency, µM (series often up to 115 µM), without a hit: top-dose activity change, negative = inhibition, most hits filed as inhibitors. AID 1347430. FRET deamination/UDG coupled assay, UDG read, 4 h. 91,000 compounds, 0.14% hits; note: nearly all actives have a fitted effect of over 65% in size
Active calls of the source: *; [ ] = remark or other dose. Calls come from the whole dose curve; as a rule, active = well fitted curve in the direction sought with a large enough effect; inconclusive = small, poorly fitted or top-dose-only effect, or another doubt; inactive = no such curve, though single readings can be large; an effect the other way counts as inactive or inconclusive. % is set by controls: 0 for no effect and ±100 for the full control effect; potency is the fitted concentration of half-maximal effect.

For COc1ccc(/C=C(/C#N)c2ccc(Cl)cc2)c(OC)c1C the results were AID inhibitor -7% and UDG counter 1%.
Screening CC1=C(/C=C/C(C)=C/C=C/C(C)=C/C(=O)O)C(C)(C)CCC1 returned AID inhibitor -3% and UDG counter -7%.
Screening COc1ccc(-c2nc3scc(CCNS(=O)(=O)c4ccc5c(c4)OCCO5)n3n2)cc1OC returned AID inhibitor -5% and UDG counter 8%[57.5 µM].
COc1ccc(-c2nc3sc(CCNC(=O)C(=O)Nc4ccc(OC)c(OC)c4)c(C)n3n2)cc1 was read as AID inhibitor -4% and UDG counter -3%.
`COc1cn(-c2ccccc2)nc1C(=O)OC(C)C(=O)NC1CCCC1` (stereo not drawn) gave AID inhibitor 8% and UDG counter 5%.
Screening C=CCOc1cccc(NC(=O)c2ccncc2)c1 returned AID inhibitor 1% and UDG counter 5%.
`CCS(=O)(=O)N1CCc2cc(C(=O)NC(C)c3ccccc3)ccc21` (stereo not drawn) gave AID inhibitor -17% and UDG counter -6%.
`Cc1cc(O)c2c(C)c(CC(=O)Nc3nc4ccccc4[nH]3)c(=O)oc2c1` gave AID inhibitor 1% and UDG counter -11%.
Screening Cc1nnc(N2CCCC(C(=O)Nc3cccc(C(F)(F)F)c3)C2)c2nn(-c3ccccc3)c(C)c12 (stereo not drawn) returned AID inhibitor -9% and UDG counter -16%.
`O=C(c1ccncc1)N1CCN(CC2CC=CCC2)CC1` (stereo not drawn) gave AID inhibitor 5% and UDG counter -1%.
Screening CCc1nn2c(-c3ccccc3OC)ccnc2c1-c1ccccc1 returned AID inhibitor inconclusive and UDG counter -8%.
Screening CC1(C)CC(Nc2ncnc3ccccc23)CC(C)(C)N1 returned AID inhibitor 2% and UDG counter 3%.
`COc1cccc(CNC(=O)c2ccc(Oc3ccccc3)cc2)c1` gave AID inhibitor -13% and UDG counter -1%.
Screening CN(C(=O)CSc1nc2ccc(NC(=O)COc3ccc(Cl)cc3)cc2s1)c1ccccc1 returned AID inhibitor -10% and UDG counter 41%[activator].
CCC(C)NC(=O)c1cnn(-c2cccc(F)c2)c1-n1cccc1 (stereo not drawn) was read as AID inhibitor 2% and UDG counter -18%.
Cc1ccsc1/C=N/N=C(c1ccccc1)c1ccccc1 was read as AID inhibitor -7% and UDG counter -3%.
`CC(=O)Nc1ccc(/C=C/C(=O)N(C)C(C)c2ccc(C)s2)cc1` (stereo not drawn) gave AID inhibitor -5% and UDG counter 2%.
For O=C(Nc1cnc(-c2ccccc2)nc1)c1ccc(C2SCCCS2)cc1 the results were AID inhibitor 6% and UDG counter 6%.
For Cc1ccc2nc(NCc3ccc(F)cc3)c3nncn3c2c1 the results were AID inhibitor -11% and UDG counter 3%.
Cc1cnc(=O)[nH]c1SCC(=O)Nc1cc(C(F)(F)F)ccc1Cl was read as AID inhibitor 5% and UDG counter -3%.
`COc1ccc(C(C)NC(=O)c2c(C)noc2C)cc1OC` (stereo not drawn) gave AID inhibitor 3% and UDG counter -4%.
Cc1cccc(C(=O)Nc2sc3c(c2C(=O)NC(C)C)CCCC3)c1 was read as AID inhibitor 1% and UDG counter -7%.
CCOc1ccccc1NC(=O)C1CCN(S(=O)(=O)c2ccc3[nH]c(=O)oc3c2)CC1 was read as AID inhibitor inconclusive and UDG counter 5%.
`CCc1c(C)c2cc3c(c(C)c2oc1=O)OCN(CCc1ccc(OC)c(OC)c1)C3` gave AID inhibitor 37%[activator] and UDG counter 29%.
Screening COCCCNS(=O)(=O)c1cc(-c2onc(C)c2C)ccc1OC returned AID inhibitor -1% and UDG counter -3%.
Screening Cc1ccc(Nc2cc(C)nc(-n3nc(C)cc3C)n2)cc1 returned AID inhibitor 2% and UDG counter -12%.
Screening COc1ccc(Br)cc1COC(=O)COc1ccc(C(C)=O)cc1 returned AID inhibitor -6% and UDG counter -4%.
Screening Cc1cc(NC(=O)c2ccc3c(c2)N(Cc2cccc(Cl)c2)C(=O)c2ccccc2S3=O)ccc1Br (stereo not drawn) returned AID inhibitor inconclusive and UDG counter -6%.
Screening CCCCSCCCNC(=O)c1cn(C)c2ccc(S(=O)(=O)N3CCCCCC3)cc2c1=O returned AID inhibitor -9%[57.5 µM] and UDG counter -15%[57.5 µM].
`COc1ccc(-c2nc(SCCOc3cc(C)ccc3C(C)C)n3[nH]c(=O)cc3n2)cc1` gave AID inhibitor -22% and UDG counter inconclusive.
For Oc1ccccc1C=Nc1cc(C(F)(F)F)ccc1Oc1ccc(Cl)cc1 the results were AID inhibitor -6% and UDG counter -1%.
For Cn1nc(CC(=O)N2CCOCC2)c2ccccc2c1=O the results were AID inhibitor 0% and UDG counter 6%.
For Cc1ccc(S(=O)(=O)N2CCN(C(=O)c3cc4ccccc4oc3=O)CC2)cc1 the results were AID inhibitor 4% and UDG counter 11%.
Cc1ccc(C)c(N2CCN(C(=O)C3CCCN(S(=O)(=O)c4cccc5nonc45)C3)CC2)c1 (stereo not drawn) was read as AID inhibitor -10% and UDG counter -13%.
`Cc1ccccc1Cn1c(-c2cccs2)nc2ccccc21` gave AID inhibitor inconclusive and UDG counter -15%[57.5 µM].
`O=C(Cn1c(=O)c2sccc2n(CC(=O)Nc2ccc(Cl)cc2Cl)c1=O)NCCc1ccccc1` gave AID inhibitor inconclusive and UDG counter -11%.
CC(C)C(=O)NCC(c1ccc2c(c1)OCO2)N1CCN(c2ccccc2F)CC1 (stereo not drawn) was read as AID inhibitor -7% and UDG counter -10%.
Screening COc1ccc(C2CC(=O)c3cnc4c(-c5ccccc5)c(C)nn4c3C2)cc1OC (stereo not drawn) returned AID inhibitor -25% and UDG counter -7%.
For O=C(C1=C(O)C(=O)N(c2nncs2)C1c1ccc(F)cc1)c1cccs1 (stereo not drawn) the results were AID inhibitor -10% and UDG counter 7%.
For CCCCC(=O)Nc1cc(C)c(O)c(-c2nc3ncccc3o2)c1 the results were AID inhibitor 0% and UDG counter -1%.
`CCOCCc1nn2c(=O)cc(COC(=O)Cc3ccccc3)nc2s1` gave AID inhibitor 27% and UDG counter 4%.
`CCc1cccc(C)c1NC(=O)CCS(=O)(=O)c1cc(Br)cc2c1N(C(=O)C1CC1)CC2` gave AID inhibitor 85%[activator] and UDG counter 8%.
For CCOC(=O)c1c(NC(=O)C2c3ccccc3Oc3ccccc32)sc(C)c1C the results were AID inhibitor -6% and UDG counter inconclusive.
Cc1nnc2c3cnn(-c4ccccc4)c3ncn12 was read as AID inhibitor 3% and UDG counter 7%.
`O=C(CC(=O)c1ccccc1F)c1ccccc1F` gave AID inhibitor -6% and UDG counter -8%.
For COc1cc2c(cc1OC)C(c1cc(OC)c(O)c(OC)c1)CC(=O)N2 (stereo not drawn) the results were AID inhibitor 13% and UDG counter -3%.
Screening Cc1ccc(C(C)NC(=O)c2cccnc2)c(C)c1 (stereo not drawn) returned AID inhibitor 3% and UDG counter 13%.
CC(C)CCNc1sc(S(C)(=O)=O)nc1S(=O)(=O)c1ccc(Cl)cc1 was read as AID inhibitor -7% and UDG counter 1%.
Screening O=C(Nc1cccc(C(=O)OCc2cc(=O)n3c4c(sc3n2)CCCC4)c1)c1ccccc1 returned AID inhibitor 12% and UDG counter 2%.
For Cc1cc(C)c2c(=O)cc(C(=O)Nc3nc4ccc(F)cc4s3)oc2c1 the results were AID inhibitor 18% and UDG counter -5%[57.5 µM].
Screening COc1ccccc1C1C=C(C(=O)O)Nc2c(C(=O)Nc3ccc(C)cc3)cnn21 (stereo not drawn) returned AID inhibitor -10% and UDG counter -9%.
O=C(CSc1nc2ccccc2o1)N1CCN(CC(=O)N2CCCC2)CC1 was read as AID inhibitor 5% and UDG counter 0%.
COc1ccc(NC(=O)COCc2cc(-c3cccs3)on2)cc1 was read as AID inhibitor -1% and UDG counter 9%.
For CCOc1cc(COC(=O)c2cccc(S(=O)(=O)N3CCOCC3)c2)ccc1OC(F)F the results were AID inhibitor -7% and UDG counter -4%.
CC(=O)Nc1cccc(-c2csc(Nc3ccc(O)cc3C)n2)c1 was read as AID inhibitor -9% and UDG counter 7%.
Screening Cc1ccc2nc(-c3ccco3)cc(C(=O)O)c2c1 returned AID inhibitor 9% and UDG counter 10%.
CCOc1ccccc1N1CC(c2nc3ccccc3n2CCOc2ccc(C(C)(C)C)cc2)CC1=O (stereo not drawn) was read as AID inhibitor -17% and UDG counter -8%.
`Cc1ccc(C(=O)Nc2ccccc2)cc1S(=O)(=O)Nc1ccc(Br)cc1` gave AID inhibitor -5% and UDG counter -10%.
For N#C/C(=C/c1ccc(OC(F)F)cc1)C(=O)Nc1cccc(C(F)(F)F)c1 the results were AID inhibitor 5% and UDG counter 2%.
For CC(C)(C)C(=O)NCCc1nc2ccccc2n1CCCCOc1ccccc1 the results were AID inhibitor inconclusive and UDG counter -18%.
Screening CCc1sc(C(=O)OCc2ccc(C#N)cc2)cc1C returned AID inhibitor -8% and UDG counter 4%.
CC(NCc1ccccc1)C(=O)C12CC3CC(CC(C3)C1)C2 (stereo not drawn) was read as AID inhibitor -4% and UDG counter 1%.
Screening O=C(Nc1cccc(S(=O)(=O)Nc2ccccc2F)c1)c1cncn1-c1ccccc1 returned AID inhibitor -6% and UDG counter -3%.
`CCOc1ccc(NC(=O)CC2C(=O)N(c3ccc(OC)cc3)C(=O)N2C2CCCCC2)cc1` (stereo not drawn) gave AID inhibitor -3% and UDG counter -30%.
Screening NS(=O)(=O)c1ccc(N/N=C/c2ccc[nH]2)c([N+](=O)[O-])c1 returned AID inhibitor -6% and UDG counter -3%.
COC(=O)c1ccc(COC(=O)C(c2ccccc2)c2ccccc2)o1 was read as AID inhibitor -2% and UDG counter 6%.
Screening CCOc1ccc(OCCn2c(CN3CCOCC3)nc3scc(-c4cccs4)c3c2=O)cc1 returned AID inhibitor -5% and UDG counter 5%.
COC(=O)Nc1cc(C(=O)OC)cc(C(=O)OC)c1 was read as AID inhibitor 0% and UDG counter -7%.
`CC(=O)N1CCc2cc(Br)cc(S(=O)(=O)N3CCN(c4cccc(C)c4)C(C)C3)c21` (stereo not drawn) gave AID inhibitor 6% and UDG counter -8%.
For Cc1cccc(N2CCN(S(=O)(=O)c3nnc(NC(=O)c4ccc(Cl)cc4)s3)CC2)c1 the results were AID inhibitor 13% and UDG counter 0%.
`COc1ccc(-c2cccc(NS(=O)(=O)c3cc(C)c(Cl)cc3C)c2)nn1` gave AID inhibitor -6% and UDG counter -2%.
CCc1ccc(Oc2c(C(F)(F)F)oc3c(CN4CCCC(C)C4)c(O)ccc3c2=O)cc1 (stereo not drawn) was read as AID inhibitor 13% and UDG counter -4%[57.5 µM].
For CC(CN1CCOCC1)NS(=O)(=O)c1ccc(F)c(Cl)c1 (stereo not drawn) the results were AID inhibitor 3% and UDG counter -1%.
`Cc1c(C)c2cc(Cl)c(OCC(=O)NCCN3CCOCC3)cc2oc1=O` gave AID inhibitor -4% and UDG counter -1%.
Screening Cc1cc(F)ccc1NC(=O)CN1C(=O)CCc2cc(S(=O)(=O)N3CCOCC3)ccc21 returned AID inhibitor 6% and UDG counter -15%.
`CCCNc1c(NC(=O)Nc2ccccc2Cl)c(=O)oc2ccccc12` gave AID inhibitor -6% and UDG counter -1%.
For Cc1ccc(NC(=O)c2cc(-c3ccc4c(c3)OCO4)on2)cc1 the results were AID inhibitor -17% and UDG counter -2%.
For CCCNc1c(NC(=O)Cc2ccc(OC)c(OC)c2)c(=O)oc2ccccc12 the results were AID inhibitor 5% and UDG counter 8%.
Screening CC1=C(C(=O)Nc2ccc(C)cc2)C(c2ccc(Br)cc2)NC(=S)N1 (stereo not drawn) returned AID inhibitor -1% and UDG counter 2%.
Screening CCOC(=O)C(O)(c1c(C)[nH]c2ccccc12)C(F)(F)F (stereo not drawn) returned AID inhibitor -3% and UDG counter -4%.

Reprinted from the entries so far for reference:
Screening CCc1sc(C(=O)OCc2ccc(C#N)cc2)cc1C returned AID inhibitor -8% and UDG counter 4%.
CC(NCc1ccccc1)C(=O)C12CC3CC(CC(C3)C1)C2 (stereo not drawn) was read as AID inhibitor -4% and UDG counter 1%.

Molecules listed so far with a Cl atom (12):
For COc1ccc(/C=C(/C#N)c2ccc(Cl)cc2)c(OC)c1C the results were AID inhibitor -7% and UDG counter 1%.
Screening CN(C(=O)CSc1nc2ccc(NC(=O)COc3ccc(Cl)cc3)cc2s1)c1ccccc1 returned AID inhibitor -10% and UDG counter 41%[activator].
Cc1cnc(=O)[nH]c1SCC(=O)Nc1cc(C(F)(F)F)ccc1Cl was read as AID inhibitor 5% and UDG counter -3%.
Screening Cc1cc(NC(=O)c2ccc3c(c2)N(Cc2cccc(Cl)c2)C(=O)c2ccccc2S3=O)ccc1Br (stereo not drawn) returned AID inhibitor inconclusive and UDG counter -6%.
For Oc1ccccc1C=Nc1cc(C(F)(F)F)ccc1Oc1ccc(Cl)cc1 the results were AID inhibitor -6% and UDG counter -1%.
`O=C(Cn1c(=O)c2sccc2n(CC(=O)Nc2ccc(Cl)cc2Cl)c1=O)NCCc1ccccc1` gave AID inhibitor inconclusive and UDG counter -11%.
CC(C)CCNc1sc(S(C)(=O)=O)nc1S(=O)(=O)c1ccc(Cl)cc1 was read as AID inhibitor -7% and UDG counter 1%.
For Cc1cccc(N2CCN(S(=O)(=O)c3nnc(NC(=O)c4ccc(Cl)cc4)s3)CC2)c1 the results were AID inhibitor 13% and UDG counter 0%.
`COc1ccc(-c2cccc(NS(=O)(=O)c3cc(C)c(Cl)cc3C)c2)nn1` gave AID inhibitor -6% and UDG counter -2%.
For CC(CN1CCOCC1)NS(=O)(=O)c1ccc(F)c(Cl)c1 (stereo not drawn) the results were AID inhibitor 3% and UDG counter -1%.
`Cc1c(C)c2cc(Cl)c(OCC(=O)NCCN3CCOCC3)cc2oc1=O` gave AID inhibitor -4% and UDG counter -1%.
`CCCNc1c(NC(=O)Nc2ccccc2Cl)c(=O)oc2ccccc12` gave AID inhibitor -6% and UDG counter -1%.

Screens as filed in PubChem.

This is a subset. The share of hits here may be higher or lower than overall.
